Screens (PubChem)
HTRA1 inh: HTRA1 serine protease inhibitors, primary screen, biochemical, fluorescence polarization, HTS. Q92743. recombinant HTRA1, FP-rhodamine activity-based probe. inhibition, % at 5.96 µM. 340,000 compounds, 0.5% hits; in the data active = inhibition above about 36%;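 also: 0% = enzyme with DMSO and 100% = wells lacking enzyme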
MBD2 inh: inhibitors of MBD2 binding to methylated DNA, primary screen, biochemical, TR-FRET, DNA-binding domain, human; Methyl-CpG-binding domain protein 2 (Homo sapiens), Q9UBB5; AID 686964, 2013; MBD2 binding to methylated oligonucleotide; 370,000 compounds, 0.31% hits; inhibition, % at 4.4 µM; in the data active = inhibition above about 13%
UHRF1 binding: UHRF1 methylated DNA binding inhibitors, primary screen, counter-screen for MBD2 inhibitor project, biochemical, TR-FRET, human UHRF1, single concentration; E3 ubiquitin-protein ligase UHRF1 (Homo sapiens), Q96T88; UHRF1 binding to methylated oligo; inhibition, % at 4.4 µM; 370,000 compounds, 0.75% hits; AID 687016, 2013; in the data active = inhibition above about 21%;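 also: UHRF1 SRA domain binding a hemimethylated CpG hairpin DNA probe; 0% = median of test compound wells and 100% = reference inhibitor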
mABHD4 FP: ABHD4 inhibitors, primary screen, biochemical, fluorescence polarization, mouse; (Lyso)-N-acylphosphatidylethanolamine lipase (Mus musculus), Q8VD66; purified mABHD4, FP-Rh probe fluorescence polarization; inhibition, % at 8.92 µM; 370,000 compounds, 0.54% hits; AID 720543, 2013;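 active = inhibition exceeding the mean over every tested compound plus 3 SD, cut at about 30% in these data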;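 also: 0% = plate median of compound wells and 100% = S159A mutant with DMSO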
Target sequence (Q8VD66 whole entry, looked up): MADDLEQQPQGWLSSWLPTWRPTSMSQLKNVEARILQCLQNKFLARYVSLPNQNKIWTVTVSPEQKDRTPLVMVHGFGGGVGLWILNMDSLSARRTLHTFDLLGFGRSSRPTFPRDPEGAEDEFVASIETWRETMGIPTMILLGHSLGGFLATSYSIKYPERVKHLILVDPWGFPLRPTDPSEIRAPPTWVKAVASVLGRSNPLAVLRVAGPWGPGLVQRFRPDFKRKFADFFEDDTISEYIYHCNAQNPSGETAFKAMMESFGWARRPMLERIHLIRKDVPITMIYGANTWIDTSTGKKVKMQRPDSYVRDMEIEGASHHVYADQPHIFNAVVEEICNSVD
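system = mouse ABHD4 enzyme, wild type | medium = HEPES pH 7.0, NaCl, Pluronic buffer | also added = FP-Rh probe | incubation = Enzyme–compound pre-incubation 45 min, then probe 60 min, both 25 °C | technique = fluorescence polarization, excitation 525 nm, emission 598 nm, BODIPY TMR filters | controls = S159A mutant high control, sample median low control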
rCAG binder: binders of r(CAG) RNA repeats, primary screen, biochemical, fluorescence | r(CAG) RNA repeat, TO-PRO-1 dye displacement fluorescence | inhibition, % at 3 µM | 370,000 compounds, 1.3% hits;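 active = inhibition above the plate cutoff, the mean of all test compounds on that plate plus 3 SD, cut at about 35% in these data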;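 also: 0% = DMSO alone and 100% = 100 µM mitoxantrone as full dye displacement; higher means more dye released from RNA so lower well fluorescence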
TCR-CD3 inh: inhibitors of human TCR-CD3 interaction, primary screen, biochemical, fluorescence, TAMRA-labeled TCR probe. inhibition, % at 9.4 µM. 360,000 compounds, 0.37% hits. T-cell receptor (TCR). AID 651800, 2012; in the data active = inhibition above about 19%;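 also: recombinant mutant TCR 2C K166C tagged with TAMRA read by polarization; 0% = receptor in buffer alone and 100% = receptor with positive control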
LEDGF integ inh: blockers of LEDGF/p75-dependent integrase strand transfer – biochemical, TR-FRET, high throughput, primary screen; HIV-1 integrase (with human LEDGF/p75); TR-FRET IN-LEDGF/p75 DNA integration, Eu/Cy5; inhibition, % at 3.7 µM; 370,000 compounds, 0.64% hits;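 active = inhibition above the screen-wide mean plus 3 SD, cut at about 13% in these data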;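 also: signal is the Cy5 over europium emission ratio at 671 and 618 nm; 0% = plate median of compound wells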
NR1D1 modulator: modulators of Rev-erb alpha DNA binding, primary screen, biochemical, FITC-DNA, fluorescence polarization, uHTS; Nuclear receptor subfamily 1 group D member 1 (Homo sapiens), P20393; Rev-erbα–FITC-DNA binding, 90 min; activity, % at 10 µM; 370,000 compounds, 0.79% hits; AID 1259318, 2017;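 active = activity above about 14%, limit read from the data; passing the limit was not always enough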;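 also: 0% = DMSO wells with 35 nM protein and 100% = DMSO wells with 750 nM protein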
PG9 binder: binders of HIV-1 gp120 antibody PG9, primary screen, biochemical, TR-FRET. TR-FRET gp120-PG9 antibody binding. inhibition, % at 6.7 µM. 360,000 compounds, 0.43% hits. AID 624416, 2012; in the data active = inhibition above about 8.5%
PRMT1 FP inh: PRMT1 methyltransferase inhibitors, primary screen, biochemical, fluorescence polarization | Protein arginine N-methyltransferase 1 (Homo sapiens), Q99873 | recombinant PRMT1, activity-based probe fluorescence polarization | inhibition, % at 2.79 µM | 370,000 compounds, 1.3% hits | AID 652257, 2013;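 active = inhibition above about 21% made by adding two undisclosed values, limit read from the data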
Target sequence (Q99873 whole entry, looked up): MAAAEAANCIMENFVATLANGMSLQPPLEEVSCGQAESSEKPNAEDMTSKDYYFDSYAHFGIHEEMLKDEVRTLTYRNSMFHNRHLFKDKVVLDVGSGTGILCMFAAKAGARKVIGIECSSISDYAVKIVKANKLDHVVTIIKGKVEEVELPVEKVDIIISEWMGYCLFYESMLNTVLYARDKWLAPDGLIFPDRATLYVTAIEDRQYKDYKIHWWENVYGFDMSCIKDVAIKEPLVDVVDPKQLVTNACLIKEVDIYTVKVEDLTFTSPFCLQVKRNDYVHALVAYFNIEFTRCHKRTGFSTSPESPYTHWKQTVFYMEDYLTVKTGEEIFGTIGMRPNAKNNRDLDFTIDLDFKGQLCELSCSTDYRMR
Starred values were filed as active, the others as inactive; x = not tested or not shown. These rows are one share of the data; rates above refer to the full screens.

The opening 6 compounds as a preview:
Every second line gives: HTRA1 inh	MBD2 inh	UHRF1 binding	mABHD4 FP	rCAG binder	TCR-CD3 inh	LEDGF integ inh	NR1D1 modulator	PG9 binder	PRMT1 FP inh
> CCc1nc2ccc(C(=O)NCCOc3ccc(OC)cc3)cn2c1N(C)Cc1nccn1C
 : x	2.9	1.8	0.8	-0.1	-1.1	-3.1	1.8	-1.7	4.1
> CCn1c(CNC(=O)Cc2ccc(OC)cc2)n[nH]c1=S
 : 0.6	-1.0	2.0	11.3	-1.0	-0.4	1.8	2.6	0.4	3.6
> COc1ccc(CNC(=O)COC(=O)c2cc(-c3cccs3)nc3ccccc23)cc1OC
 : -16.2	-2.5	4.3	-9.3	10.6	0.4	2.0	-1.0	0.2	1.6
> Cc1cc(Nc2c(C)n(C)n(-c3ccccc3)c2=O)n2c(nc3ccccc32)c1C#N
 : 2.2	-0.4	-2.6	4.5	9.6	8.2	2.0	-0.2	-4.1	2.1
> Cc1ccc(S(=O)(=O)N2CCCC(C(=O)NCCc3ccc(Cl)cc3)C2)cc1 (stereo not drawn)
 : -9.8	-3.1	0.3	-2.0	2.7	-0.3	-1.4	6.4	3.0	3.4
> O=C(CSc1ccccc1F)NC(=O)NCc1ccco1
 : -3.9	-3.8	1.8	-2.4	7.1	2.4	5.8	-4.0	1.1	-5.0

The whole of this part, repeating the preview:
Every second line gives: HTRA1 inh	MBD2 inh	UHRF1 binding	mABHD4 FP	rCAG binder	TCR-CD3 inh	LEDGF integ inh	NR1D1 modulator	PG9 binder	PRMT1 FP inh
> CCc1nc2ccc(C(=O)NCCOc3ccc(OC)cc3)cn2c1N(C)Cc1nccn1C
 : x	2.9	1.8	0.8	-0.1	-1.1	-3.1	1.8	-1.7	4.1
> CCn1c(CNC(=O)Cc2ccc(OC)cc2)n[nH]c1=S
 : 0.6	-1.0	2.0	11.3	-1.0	-0.4	1.8	2.6	0.4	3.6
> COc1ccc(CNC(=O)COC(=O)c2cc(-c3cccs3)nc3ccccc23)cc1OC
 : -16.2	-2.5	4.3	-9.3	10.6	0.4	2.0	-1.0	0.2	1.6
> Cc1cc(Nc2c(C)n(C)n(-c3ccccc3)c2=O)n2c(nc3ccccc32)c1C#N
 : 2.2	-0.4	-2.6	4.5	9.6	8.2	2.0	-0.2	-4.1	2.1
> Cc1ccc(S(=O)(=O)N2CCCC(C(=O)NCCc3ccc(Cl)cc3)C2)cc1 (stereo not drawn)
 : -9.8	-3.1	0.3	-2.0	2.7	-0.3	-1.4	6.4	3.0	3.4
> O=C(CSc1ccccc1F)NC(=O)NCc1ccco1
 : -3.9	-3.8	1.8	-2.4	7.1	2.4	5.8	-4.0	1.1	-5.0
> CN(Cc1ccccc1)C(=O)COC(=O)c1ccc(-n2cnnn2)cc1
 : 0.8	-2.1	3.6	4.7	-1.4	-1.0	-3.1	-7.8	-0.5	-0.4
> CNc1ccc(Br)cc(C(=O)/C=C/c2cc(OC)ccc2OC)c1=O
 : 38.7*	0.7	-1.3	37.6*	42.8*	16.4	10.5	-6.1	-2.8	26.3*
> COC(=O)C1=CN(c2ccc(F)cc2)C=C(C(=O)OC)C1c1cccc([N+](=O)[O-])c1
 : -21.9	-0.6	-1.4	-9.2	0.5	4.6	-2.0	4.8	-0.5	1.6
> COc1ccc(CCNC(=O)COC(=O)c2cnc(Cl)c(Cl)c2)cc1
 : 3.6	1.1	-3.0	3.0	-2.8	1.0	-3.9	4.8	-0.9	2.1
> CCOC(=O)c1nnc(-c2ccc(C)cc2)nc1Oc1ccccc1Cl
 : 0.3	-1.1	2.5	3.2	2.5	-0.4	-2.2	2.7	-1.8	-0.6
> CCOC(=O)c1c(NC(C)=O)sc2c(O)c(CN3CCN(CC)CC3)ccc12
 : -1.3	6.2	-1.6	13.0	2.6	2.8	-0.4	2.5	0.6	1.3
> Cn1c(N)c(C(=O)COC(=O)c2cc(S(=O)(=O)N3CCOCC3)ccc2F)c(=O)n(C)c1=O
 : 0.2	-1.5	3.8	-1.5	-0.4	-8.7	-0.7	-2.0	2.6	0.3
> COC(=O)[C@]12C[C@H](CC(=O)NCc3ccccc3)C(=O)N(Cc3ccc4c(c3)OCO4)C1=C[C@H](C(C)C)O[C@@H]2C1CC1
 : x	-0.4	-1.9	-3.4	3.1	x	8.0	-2.1	x	-7.8
> COc1ccc(NC(=O)NNC(=O)c2ccc(Cl)cc2Cl)cc1OC
 : 5.1	-1.8	-0.5	-0.7	-1.4	-1.5	-6.2	1.9	-1.1	3.1
> COc1ccc(C)cc1NC(=O)C(OC(=O)c1ccc(Cl)c(S(=O)(=O)N(C)c2ccccc2)c1)c1ccccc1 (stereo not drawn)
 : -2.2	-0.1	1.7	5.3	3.8	-1.8	-1.7	2.6	-0.7	3.4
> CCOC(=O)CSc1nc2ccccc2c(=O)n1CC(C)C
 : 0.0	-1.8	1.5	1.9	-8.1	4.7	5.5	2.8	-1.9	1.5
> COc1cc(Cl)c(S(=O)(=O)NCCCn2ccnc2)cc1Cl
 : 3.0	0.4	0.4	0.3	-2.2	4.9	3.8	-1.6	0.8	-1.5
> COc1ccc(OC)c(NS(=O)(=O)c2ccc(-n3cccn3)cc2)c1
 : 1.7	-11.0	1.1	-3.5	5.2	0.7	0.0	12.5	0.1	-5.4
> COc1ccccc1N1C(=O)C2C(c3ccccc3F)NN(C(=O)c3ccc(C)cc3)C2C1=O (stereo not drawn)
 : -9.4	-0.1	-1.0	21.6	6.2	4.8	-0.3	-0.2	-0.7	7.5
> CC1=C(C(N)=O)C(c2cccs2)n2nc(-c3cccc(C)c3)nc2N1 (stereo not drawn)
 : -0.4	1.0	-0.7	2.4	-0.9	4.7	-2.2	-4.0	-0.9	-3.2
> CC(Sc1nnnn1C)C(=O)NC1CCCc2ccccc21 (stereo not drawn)
 : -7.1	1.5	-1.2	-1.0	-1.4	0.1	-3.8	0.5	1.8	1.5
> O=C(O)c1ccccc1C(=O)Nc1c(-c2ccccc2)nc2ccccn12
 : 6.2	0.8	4.4	-6.9	4.6	6.1	-3.4	-7.5	0.5	2.8
> CCOC(=O)c1ccc(NC(=O)[C@@H]2CCC(=O)N2C2OC(=O)c3c2ccc(OC)c3OC)cc1 (stereo partly drawn)
 : x	-2.1	-3.2	3.7	-0.8	9.4	-0.2	5.4	-3.0	2.5
> COc1ccc(C2C(C(=O)Nc3ccc(Cl)cc3)CCC(=O)N2c2ccc(OC)cc2)cc1 (stereo not drawn)
 : x	-1.0	3.2	-2.8	0.4	x	1.3	-3.4	x	-5.5
> Cn1cc(CN(CCCN2CCOCC2)C(=S)Nc2cccc(Cl)c2)c2ccccc21
 : -13.4	0.6	-1.1	3.9	-0.8	-1.7	0.3	-5.7	-2.5	-0.2
> CCN(CC)CCNc1nc(-c2ccco2)c2c(c1C#N)CC(C)(C)OC2
 : -2.2	-2.4	-2.9	-2.3	0.9	-1.3	-1.1	4.8	0.5	1.9
> CC(=O)Nc1cccc(NC(=O)c2ccccc2OCc2c(C)noc2C)c1
 : -0.7	-0.5	-0.4	-0.5	-2.6	-0.7	-7.2	6.2	-1.7	2.5
> CCCCCCC(C)n1[nH]c(=O)c2c(C)cc(C)nc21 (stereo not drawn)
 : 3.0	4.7	-2.9	7.1	-8.5	4.3	-1.0	0.1	-1.2	0.8
> Cc1cc(N2CCN(C)CC2)n2nc(-c3ccc(Cl)cc3)nc2n1
 : -2.1	10.1	-12.0	-6.0	-0.7	-6.0	2.9	-8.8	-1.6	7.3

The list goes on:
structure | HTRA1 inh | MBD2 inh | UHRF1 binding | mABHD4 FP | rCAG binder | TCR-CD3 inh | LEDGF integ inh | NR1D1 modulator | PG9 binder | PRMT1 FP inh
O=C(COC(=O)C1COc2ccccc2O1)NC1CCS(=O)(=O)C1 (stereo not drawn) | -0.8 | 0.4 | 7.9 | 2.6 | -0.1 | 6.1 | -1.7 | 3.9 | -0.3 | 2.8
O=C(CSc1nnc(C2CCCCC2)n1-c1ccccc1)NCc1ccco1 | -8.0 | -4.6 | -2.9 | 1.1 | -2.8 | -1.0 | 3.1 | -3.9 | 3.3 | 1.9
O=[N+]([O-])c1cccc(N/N=C/c2cc([N+](=O)[O-])ccc2O)c1 | 3.3 | -3.6 | -1.3 | 11.8 | 36.2* | 7.7 | 9.8 | -7.4 | -0.9 | 0.4
COc1ccc(-c2noc(C3CCCN(C(=O)Nc4ccccc4)C3)n2)cc1 (stereo not drawn) | -16.4 | -3.1 | -1.5 | -10.2 | -4.6 | 6.3 | -1.3 | 3.2 | -1.8 | -2.8
COc1ccc(Cc2nnc(Nc3ccc4c(c3)OCCO4)[nH]c2=O)cc1 | 1.2 | -2.2 | 0.0 | 4.6 | 2.9 | 5.6 | -2.1 | -3.6 | -0.3 | -3.6
Cc1ccc(CNC(=O)CSc2nc3ccsc3c(=O)n2Cc2ccc(C(=O)O)cc2)cc1 | -2.7 | -3.4 | 10.8 | 11.4 | 11.5 | -4.1 | 0.6 | 1.8 | 0.7 | 0.1
Cc1cccc(-c2noc(CN(C(=O)c3ccc4c(c3)OCO4)C(C)C)n2)c1 | -24.9 | -6.6 | -5.8 | 0.1 | -8.3 | 4.1 | -2.3 | -0.3 | -2.1 | -0.8
COc1ccc(NC(=O)Nc2c[nH]c(=O)[nH]c2=O)cc1OC | 2.3 | -7.6 | -4.7 | 0.9 | 0.8 | -7.4 | 5.8 | 3.6 | 0.5 | -1.6
CCc1ccccc1NC(=O)CN1CCN(C(=O)c2cccc(-n3cnnn3)c2)CC1 | -1.5 | -4.3 | -3.0 | 1.2 | 3.1 | -1.9 | -2.2 | -3.7 | 1.2 | -3.4
CC(C)C(C(=O)OCC(=O)c1cccc([N+](=O)[O-])c1)N1C(=O)[C@@H]2[C@H]3CC[C@H](C3)[C@@H]2C1=O (stereo partly drawn) | -0.1 | 1.1 | -0.6 | -8.5 | -4.1 | -7.0 | -1.4 | -2.8 | 1.7 | -0.8
O=C(NCc1n[nH]c(=S)n1-c1ccccc1Cl)c1ccc(S(=O)(=O)N2CCCCC2)cc1 | -0.1 | 3.7 | -1.6 | 5.3 | 4.2 | -5.0 | -1.5 | 0.1 | 1.2 | 1.2
